# D2 potentiator – D2 dopamine receptor (human) potentiation. P14416. 340,000 tested, 0.34% active. AID 485347. HEK293 T-REx D2, calcium flux, EC20 dopamine potentiation. potentiation, % at 10 µM;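 active = potentiation over 3 SD above the plate norm, cut at about 30% in these data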; also: 0% is about no effect
#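 Potentiation of an EC20 dopamine calcium response is measured in a force-coupled, tetracycline-inducible Hek293 Trex D2 line. Compound-only kinetic reads over 180 s flag agonists before dopamine addition.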
# D1 agonist – agonists of human D1 dopamine receptor; P21728; HEK293 T-REx D1 cells, calcium flux, agonist mode; activation, % at 2 µM; 360,000 tested, 1% active; in the data active = activation above about 30%; also: 0% is about no effect
#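 Agonism was scored from calcium flux recorded over 180 s (1 read/s) after pintool compound addition, following a 10-cycle baseline. Cells were inducible force-coupled HEK293 TREx D1, plated overnight at 30 C and loaded with no-wash calcium dye.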
# Vif-A3G inh – blocks the Vif interaction with human APOBEC3G. Q9HC16. HeLa A3G-eYFP + Vif (tagged APOBEC3G with the HIV-1 protein that degrades it), YFP fluorescence, overnight. Potency, µM (doses to about 46.1 µM), for inactives: at the top dose activity, negative = active, actives largely listed as inhibitors. 410,000 tested, 0.076% active. AID 602310;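 also: potency is read from the fitted curve at half-maximal effect; % is scaled to controls: 0 for no effect and ±100 for the full control effect; nearly all actives have a fitted effect of over 60% in size; hits raise eYFP signal because A3G escapes Vif-driven loss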
# Target sequence (Q9HC16 whole entry, looked up): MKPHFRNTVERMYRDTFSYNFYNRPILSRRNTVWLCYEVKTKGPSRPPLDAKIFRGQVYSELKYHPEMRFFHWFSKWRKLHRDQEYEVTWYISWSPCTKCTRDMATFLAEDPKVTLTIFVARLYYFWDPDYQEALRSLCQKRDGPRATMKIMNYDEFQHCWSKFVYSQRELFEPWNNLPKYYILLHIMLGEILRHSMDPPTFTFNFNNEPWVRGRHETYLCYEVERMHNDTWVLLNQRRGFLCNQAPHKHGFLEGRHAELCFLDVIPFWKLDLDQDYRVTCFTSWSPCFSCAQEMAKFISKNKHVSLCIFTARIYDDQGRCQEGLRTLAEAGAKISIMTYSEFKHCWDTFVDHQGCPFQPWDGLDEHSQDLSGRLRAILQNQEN
#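 Read-out is eYFP fluorescence (Ex 488/Em 500-530) from Vif-expressing HeLa A3G-eYFP cells; more signal means A3G escaped Vif-mediated degradation. Cells plated overnight, compound pinned in, incubated overnight at 37 deg C.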
# D1 antag – antagonists of human D1 dopamine receptor; HEK293 TREx D1 cells, calcium flux, dopamine EC80; active compounds read low; activity change, negative = inhibition, % at 10 µM; 360,000 tested, 3.2% active; AID 504652; in the data active = activity change below about -30%; also: % is scaled to controls: 0 for no effect and ±100 for the full control effect
#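 HEK293 T-REx cells expressing inducible, force-coupled D1 receptor; no-wash Ca dye, 30–90 min RT. Cmpd → 180 s read at 1 Hz → EC80 DA → 180 s read.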
# D1 potentiator – enhances dopamine response at the human D1 receptor | P21728 | 360,000 tested, 0.036% active | HEK293 TREx D1 cells, calcium flux, dopamine EC20 potentiation | AID 504651 | potentiation, % at 10 µM; in the data active = potentiation above about 30%; also: 0% is about no effect
# RXFP1 agonist – RXFP1 (human) receptor agonism | 370,000 tested, 0.3% active | Q9HBX9 | HEK293T-RXFP1 cAMP TR-FRET, 30 min; response scale: percent of porcine relaxin response, buffer zero | Potency, µM (doses to about 57.5 µM), for the others: at the top dose activation, usual class: activators | AID 2676; also: potency is read from the fitted curve at half-maximal effect; % is scaled to controls: 0 for no effect and ±100 for the full control effect; nearly all actives have a fitted effect of over 60% in size; many of its hits are not listed in these tables
# Target sequence (Q9HBX9 whole entry, looked up): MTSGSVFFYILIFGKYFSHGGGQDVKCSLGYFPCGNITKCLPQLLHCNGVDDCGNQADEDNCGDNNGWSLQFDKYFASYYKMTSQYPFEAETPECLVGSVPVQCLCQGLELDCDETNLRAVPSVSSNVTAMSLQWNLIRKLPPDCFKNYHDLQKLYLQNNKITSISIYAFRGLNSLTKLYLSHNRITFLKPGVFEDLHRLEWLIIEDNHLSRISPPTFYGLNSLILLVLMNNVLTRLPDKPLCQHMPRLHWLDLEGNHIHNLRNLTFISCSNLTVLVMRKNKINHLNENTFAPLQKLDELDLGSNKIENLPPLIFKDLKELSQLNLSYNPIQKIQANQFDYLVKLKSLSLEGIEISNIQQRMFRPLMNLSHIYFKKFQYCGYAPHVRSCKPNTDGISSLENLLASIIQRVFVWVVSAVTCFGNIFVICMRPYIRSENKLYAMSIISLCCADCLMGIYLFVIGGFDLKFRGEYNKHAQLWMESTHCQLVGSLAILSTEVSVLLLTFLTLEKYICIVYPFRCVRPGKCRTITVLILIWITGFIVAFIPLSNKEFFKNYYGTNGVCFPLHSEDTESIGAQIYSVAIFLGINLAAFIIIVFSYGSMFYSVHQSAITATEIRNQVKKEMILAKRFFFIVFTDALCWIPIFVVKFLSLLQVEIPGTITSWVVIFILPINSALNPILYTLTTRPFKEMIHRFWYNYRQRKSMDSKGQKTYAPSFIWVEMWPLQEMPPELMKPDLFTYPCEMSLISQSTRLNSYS
#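 HEK293 cells stably expressing RXFP1, treated 30 min at 37C with compounds plus PDE4 inhibitor Ro 20174; cAMP measured by HTRF TR-FRET. Normalized to buffer and 29 nM porcine relaxin; EC50 by Hill fit.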
# RXFP1 antagonist – RXFP1 (human) relaxin receptor antagonism. Q9HBX9. HEK293-RXFP1, relaxin-stimulated cAMP HTRF, 30 min; active compounds read low. activity change, negative = inhibition, % at 57.5 µM. 350,000 tested, 0.59% active;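 active = activity change of -60% or lower, but not beyond a set lower limit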; also: % is scaled to controls: 0 for no effect and ±100 for the full control effect
# Vif-A3F inh – blocks the Vif interaction with APOBEC3F. HeLa A3F-eYFP + Vif (tagged APOBEC3F with the HIV-1 protein that degrades it), YFP fluorescence increase. Potency, µM (top dose mostly 46.1 µM), for inactives: top-dose activity, negative = active. 390,000 tested, 0.2% active; also: potency is read from the fitted curve at half-maximal effect; % of control where 0% means no effect; nearly all actives have a fitted effect of over 65% in size
#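 HeLa cells stably expressing Vif plus C-terminally eYFP-tagged A3F were seeded, incubated overnight at 37 deg C, dosed with compound, incubated overnight again at 37 deg C. Yellow fluorescence (Ex 488/Em 500-530) reported blocked Vif-mediated A3F-eYFP degradation.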
# Glioma ERSR ind – induces the endoplasmic reticulum stress response in human glioma cells; U87-MG GRP78 promoter luciferase reporter, 16 h; 420,000 tested, 0.02% active; Potency, µM, for the others: top-dose activation, actives largely listed as activators; also: potency is read from the fitted curve at half-maximal effect; series mostly up to about 76 µM; % of control where 0% means no effect; nearly all actives have a fitted effect of over 35% in size
#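 Stably transfected U87-MG human glioma cells carrying a GRP78-based luminescent sensor were seeded at 1000 cells/well, pin-dosed with compounds and incubated 16 h. Luciferase reagent was then added, and end-point luminescence was read after 10 min at room temperature.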
# The depositor's hits bear a star; . = not tested or not shown. Unless noted, calls follow the shape of the dose curve; as a rule, active = well fitted curve in the direction sought with a large enough effect; inconclusive = small, poorly fitted or top-dose-only effect, or another doubt; inactive = no such curve, though single readings can be large; an effect the other way counts as inactive or inconclusive.
SMILES,D2 potentiator,D1 agonist,Vif-A3G inh,D1 antag,D1 potentiator,RXFP1 agonist,RXFP1 antagonist,Vif-A3F inh,Glioma ERSR ind
CC(=O)NCCn1c(SCC(=O)NCC2CCCO2)nc2ccccc2c1=O (stereo not given),11.6,3.1,-4.8%,-3.7,1.2,0.1%,-12.9,-7.0%,0.0%
O=C1OC(N2C(=O)CC[C@H]2C(=O)Nc2ccc(Br)cc2F)c2ccccc21 (stereo not given in full),4.1,0.4,-1.7%,-1.7,3.0,-1.1%,.,3.1%,-2.8%
Cc1ccc(N(CC(=O)Nc2ccccc2-c2ccccc2)S(=O)(=O)c2ccccc2)c(C)c1,-4.1,2.7,1.6%,6.9,-9.7,-0.9%,11.1,-6.6%,-3.1%
CC1(C)Cc2cccc(OCC(=O)NCCc3ccc(S(N)(=O)=O)cc3)c2O1,18.6,2.3,-5.0%,8.1,0.3,3.8%,2.4,1.8%,-0.7%
CCCCC(C(=O)O)C(C)CC(=O)Nc1nncs1 (stereo not given),3.3,1.8,3.0%,-12.0,-2.3,11.9%,12.6,-8.1%,-0.4%
Cc1ccn(CC(=O)N2CCCC(C(=O)c3cccc4ccccc34)C2)n1 (stereo not given),-3.2,1.2,2.9%,11.4,5.4,2.8%,1.2,5.8%,0.0%
CCS(=O)(=O)N1CCN(c2ccc(C(=O)NC34CC5CC(CC(C5)C3)C4)cc2[N+](=O)[O-])CC1,2.9,0.6,2.2%,-4.6,-1.2,3.4%,-2.4,-13.9%,-1.6%
O=C1CN(C(=O)COC(=O)c2ccc(Cl)c(S(=O)(=O)N3CCCCC3)c2)c2ccccc2N1,.,.,-3.4%,.,.,.,12.6,-0.2%,-1.9%
O=C(N1CCOCC1)N1CCC(n2nnc3ccccc32)CC1,4.3,5.1,-7.1%,-8.5,2.4,0.1%,-2.4,0.1%,-3.8%
COc1ccc(C(=O)Nc2ccc(N3CCCCCC3)cc2)cc1S(=O)(=O)N1CCOCC1,1.2,1.2,-12.4%,-6.7,-1.6,0.0%,-1.4,2.1%,-3.3%
COC(=O)c1ccccc1NC(=O)c1cc(-c2ccc(C)cc2)on1,1.6,2.5,0.8%,3.5,-10.2,-0.3%,6.9,2.1%,-4.0%
Cc1ccc(NC(=O)C(OC(=O)c2ccccc2Cl)c2ccccc2)cc1Cl (stereo not given),.,-1.6,0.5%,-13.2,-5.2,-1.1%,-15.5,-2.1%,-2.6%

# A different layout for some results above.
# Below each SMILES: D2 potentiator	D1 agonist	Vif-A3G inh	D1 antag	D1 potentiator	RXFP1 agonist	RXFP1 antagonist	Vif-A3F inh	Glioma ERSR ind
O=C1CN(C(=O)COC(=O)c2ccc(Cl)c(S(=O)(=O)N3CCCCC3)c2)c2ccccc2N1
    .	.	-3.4%	.	.	.	12.6	-0.2%	-1.9%
Cc1ccn(CC(=O)N2CCCC(C(=O)c3cccc4ccccc34)C2)n1 (stereo not given)
    -3.2	1.2	2.9%	11.4	5.4	2.8%	1.2	5.8%	0.0%

# The list continues.
SMILES,D2 potentiator,D1 agonist,Vif-A3G inh,D1 antag,D1 potentiator,RXFP1 agonist,RXFP1 antagonist,Vif-A3F inh,Glioma ERSR ind
CC(CC(=O)Nc1ccc(S(=O)(=O)Nc2ncccn2)cc1)c1ccccc1 (stereo not given),.,1.5,-1.5%,4.2,-8.7,1.9%,-3.7,4.2%,-3.2%
COc1cccc(CNC(=O)c2ccc3c(c2)nc2n3CCC(C)C2)c1OC (stereo not given),9.5,0.5,-2.4%,-15.8,2.0,3.0%,-16.2,-0.9%,1.0%
C=CCn1c(=O)[nH]c2cc(C(=O)N3CCN(c4ccc(C(C)=O)cc4)CC3)ccc2c1=O,0.5,0.7,-0.1%,-1.3,0.1,2.7%,23.9,-7.2%,-0.4%
Cc1cccc(NC(=O)/C(C#N)=C/c2ccc[nH]2)c1C,-2.1,1.7,1.8%,23.1,1.0,-1.4%,4.5,0.9%,8.8%
O=C(CNS(=O)(=O)c1ccccc1F)Nc1ccc(N2CCOCC2)cc1,3.0,4.1,-2.3%,0.5,0.4,-1.1%,8.9,-3.0%,-3.2%
O=c1c2cccnc2n(Cc2ccc(Cl)cc2)c(=O)n1Cc1ccc(F)cc1,2.5,-0.6,4.7%,-15.8,-6.3,-0.7%,.,-1.1%,-0.1%
C=C1CCN([C@H](C(=O)NCc2cc(OC)c(OC)c(OC)c2)C(C)C)S(=O)(=O)c2ccccc21,-0.1,-0.1,2.9%,14.2,-5.2,-0.1%,.,-1.1%,1.1%
CN(C)CCN(C(=O)c1ccc(Br)s1)c1nc2cc3c(cc2s1)OCCO3,-5.1,1.9,2.3%,3.5,-3.0,0.5%,-16.8,-2.7%,0.4%
COc1ccc(Cl)cc1NC(=O)Cn1c(=O)n(Cc2ccco2)c(=O)c2cccnc21,6.4,2.0,-8.4%,-12.5,-2.5,0.3%,.,-5.4%,-2.4%
O=C(N/N=C\c1ccncc1)c1ccc(Cl)s1,2.7,-1.1,-4.9%,16.7,1.8,1.9%,1.0,0.7%,-3.2%
CCOC(=O)c1sc(NC(=O)C(OC(C)=O)c2ccccc2)nc1C (stereo not given),-3.5,1.0,-0.7%,-4.9,-1.7,1.4%,3.5,-3.1%,5.7%
COc1cc(CCNC(=O)c2ccccc2NC(=O)C2=C(C)OCCS2)cc(OC)c1OC,8.7,1.5,-0.8%,5.0,-2.1,1.4%,-16.2,1.5%,-2.7%
COc1ccccc1NC(=O)NC1(C(=O)N2CCN(C)CC2)CCCCC1,15.4,1.8,1.9%,-18.2,-20.2,0.2%,6.4,-16.0%,-3.1%
O=C(CCN1CCOCC1)NNC(=S)NC(=O)c1ccccc1,2.3,4.2,5.7%,-3.0,-2.4,-2.9%,1.6,1.8%,-4.7%
COc1cccc(C(=O)NCC(C)(C)SCc2ccc(F)cc2)c1,3.0,25.1,1.1%,2.9,-3.7,0.8%,-4.6,-2.0%,0.8%
O=C(CSc1ccc2ccccc2n1)Nc1ccc(N2CCOCC2)cc1,1.7,3.8,-3.9%,-16.9,-3.1,-0.8%,-5.6,-11.6%,4.5%
Cc1ccc(S(=O)(=O)CC(=O)N2CCCCCC2)cc1,-3.2,1.2,1.1%,-17.8,-11.2,-0.7%,-6.6,0.3%,0.2%
COc1ccccc1S(=O)(=O)Cc1ccc(C(=O)NC2CCCCCC2)o1,-6.5,0.9,7.8%,12.9,-13.5,0.7%,20.9,-2.0%,-2.8%
Cc1cccc(C(=O)Nc2cc3nn(-c4ccc(C(C)C)cc4)nc3cc2C)c1,12.8,-0.3,0.1%,2.9,0.1,9.3%,.,9.3%,-1.0%
CCC(Sc1nc2ncccc2[nH]1)C(=O)Nc1ccccc1F (stereo not given),3.1,0.6,0.4%,6.6,-1.2,7.3%,-6.9,0.0%,-2.6%
CC/C(=C/c1sc2ccc(C)cc2[n+]1CCO)SC,14.9,-1.5,1.7%,12.0,7.7,0.4%,6.3,-6.6%,-2.5%
NS(=O)(=O)c1ccc(CCNc2nc(CN3CCOCC3)nc3sc4c(c23)CCC4)cc1,.,-0.4,-1.4%,20.5,1.6,2.2%,12.5,-2.4%,-5.4%
Cc1ccc(C(=O)NCC(C)NC(=O)c2ccc(C)c([N+](=O)[O-])c2)cc1[N+](=O)[O-] (stereo not given),.,.,-0.5%,.,.,.,8.7,-3.6%,0.3%
COc1cccc(S(=O)(=O)N(C)C[C@@H]2OCc3cnnn3CCCC(=O)N([C@H](C)CO)C[C@H]2C)c1,.,.,-1.8%,.,.,.,7.4,-1.1%,-3.5%

# A different layout for part of the listing above:
smiles	D2 potentiator	D1 agonist	Vif-A3G inh	D1 antag	D1 potentiator	RXFP1 agonist	RXFP1 antagonist	Vif-A3F inh	Glioma ERSR ind
Cc1cccc(C(=O)Nc2cc3nn(-c4ccc(C(C)C)cc4)nc3cc2C)c1	12.8	-0.3	0.1%	2.9	0.1	9.3%	.	9.3%	-1.0%
CCC(Sc1nc2ncccc2[nH]1)C(=O)Nc1ccccc1F (stereo not given)	3.1	0.6	0.4%	6.6	-1.2	7.3%	-6.9	0.0%	-2.6%

# Next section:
SMILES,D2 potentiator,D1 agonist,Vif-A3G inh,D1 antag,D1 potentiator,RXFP1 agonist,RXFP1 antagonist,Vif-A3F inh,Glioma ERSR ind
Cc1ccc(S(=O)(=O)Cc2ccc(C(=O)NC3CCCC3)o2)cc1,-6.2,1.1,2.9%,-6.8,-0.3,0.5%,9.3,0.7%,2.8%
Cc1ccc(S(=O)(=O)N(CC(=O)NC2CC2)c2ccc(C)c(Cl)c2)cc1,10.2,4.6,-3.0%,-4.8,3.6,2.0%,-12.8,2.4%,-2.0%
O=S(=O)(Nc1ccc(O)c2ccccc12)c1ccc(F)cc1,.,.,-7.8%,.,.,.,3.6,-9.5%,-14.0%
CN(C)CCNC(=O)c1c(O)c2c([nH]c1=O)CCCC2,-22.1,5.9,0.4%,2.7,-7.2,2.0%,-1.3,-0.8%,1.4%
CCN(C(=O)COC(=O)CSc1ccc(C)c(C)c1)C1CCS(=O)(=O)C1 (stereo not given),-2.8,3.4,-1.8%,11.9,-1.8,-3.0%,-8.4,-4.6%,1.7%
Cc1ccc(-n2c(C)cc(C(=O)CN3CCOCC3)c2C)cc1C,-1.8,6.9,0.2%,5.2,2.8,0.1%,-0.1,4.5%,2.5%
COc1cccc(NC(=O)COC(=O)/C=C/c2c(C)nn(-c3ccccc3)c2C)c1,-13.0,7.1,-3.7%,-12.0,-2.1,-2.9%,-3.4,0.9%,-1.3%
C=Cc1ccc(Cn2c(C(=O)OC)cc3sc(C)cc32)cc1,-2.9,11.4,.,21.5,-1.4,3.7%,-36.5,.,.
COc1ccc(-c2nc(NC3=NCCCCC3)sc2C)cc1,0.1,2.1,-8.2%,1.6,-8.1,3.5%,-3.4,2.0%,2.9%
COC(=O)c1ncccc1SC,15.0,5.5,0.1%,-15.6,5.3,2.5%,5.4,-1.1%,-3.1%
O=C(NCc1ccccc1)C(=O)NCC(c1cccs1)S(=O)(=O)c1ccccc1 (stereo not given),9.8,-0.2,1.1%,4.1,-1.5,0.1%,-8.3,-11.3%,-5.5%
CCN1CCN(c2cc(C)c3cc(NC(=S)N4CC(C)CC(C)C4)ccc3n2)CC1 (stereo not given),-12.0,2.8,4.8%,0.3,-0.7,-1.5%,-15.2,7.6%,-3.5%

# Screens: PubChem BioAssay, National Center for Advancing Translational Sciences (NCATS)

# Some of the compounds tested (hit frequency here may not be typical).
